Bioassay records from PubChem.
DDE Tn7 FP inh = DD(E)-Tn7 binding inhibition, primary FP screen; P02675; FP displacement of FITC-Tn7 peptide from fibrin DD(E); 0% = median of compound wells per plate; inhibition, % at 8.3 µM; hit rate 0.13% among 370,000; AID 720508;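 active = inhibition above the mean of compounds falling within the control limits plus 3 SD of them, cut at about 14% in these data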;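 also: 0% = plate median of compound wells and 100% = 10 µM Aha-Tn7 peptide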
Target sequence (P02675 whole entry, looked up): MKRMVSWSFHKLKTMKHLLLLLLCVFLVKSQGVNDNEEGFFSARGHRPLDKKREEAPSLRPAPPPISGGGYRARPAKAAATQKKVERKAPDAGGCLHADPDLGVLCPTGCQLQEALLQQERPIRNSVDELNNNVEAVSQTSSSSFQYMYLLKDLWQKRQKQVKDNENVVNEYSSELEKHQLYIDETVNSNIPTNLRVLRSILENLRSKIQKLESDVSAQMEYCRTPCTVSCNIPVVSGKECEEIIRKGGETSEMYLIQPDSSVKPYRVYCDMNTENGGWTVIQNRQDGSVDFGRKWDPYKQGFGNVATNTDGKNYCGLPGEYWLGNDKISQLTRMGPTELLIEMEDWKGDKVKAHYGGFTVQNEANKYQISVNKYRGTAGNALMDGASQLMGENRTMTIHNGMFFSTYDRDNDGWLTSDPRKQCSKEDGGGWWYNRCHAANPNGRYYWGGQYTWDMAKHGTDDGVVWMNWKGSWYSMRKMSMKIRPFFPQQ
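system = human fibrin DD(E) protein | quantity = DD(E) 2 µM final | medium = Tris/NaCl/CaCl2 buffer, pH 7.8 | also added = labelled Tn7 tracer, 0.1 µM | compound dosing = single point at 8.3 µM | timing = compound with protein 10 min, then 3 h after probe, room temperature | signal = FP measurement | benchmarks = Aha-Tn7 high control | repeats = one replicate per compound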
PRMT1 FP inh = inhibitors of human PRMT1; inhibition, % at 2.79 µM; hit rate 1.3% among 370,000; recombinant PRMT1, activity-based probe fluorescence polarization; Q99873;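 active = inhibition above about 21% made by adding two undisclosed values, limit read from the data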
LEDGF integ inh = blocks HIV-1 LEDGF/p75-dependent DNA integration. TR-FRET IN-LEDGF/p75 DNA integration, Eu/Cy5. inhibition, % at 3.7 µM. hit rate 0.64% among 370,000;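 active = inhibition above the screen-wide mean plus 3 SD, cut at about 13% in these data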;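 also: signal is the Cy5 over europium emission ratio at 671 and 618 nm; 0% = plate median of compound wells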
mABHD4 FP = inhibits mouse alpha/beta hydrolase domain 4; Q8VD66; purified mABHD4, FP-Rh probe fluorescence polarization; inhibition, % at 8.92 µM; hit rate 0.54% among 370,000;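 active = inhibition exceeding the mean over every tested compound plus 3 SD, cut at about 30% in these data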;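 also: 0% = plate median of compound wells and 100% = S159A mutant with DMSO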
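Test system: mouse ABHD4 enzyme, wild type. Reagent: FP-Rh fluorescent activity-based probe, added after compound pre-incubation. Timing: pre-incubation 45 min, probe exposure 60 min, at 25 °C. Technique: FP readout, ex 525 nm / em 598 nm. Benchmarks: high control S159A mutant with DMSO, low control median of compound wells.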
UHRF1 MBD2 ctr = human UHRF1 methylated DNA binding inhibitors. UHRF1 binding to methylated oligo, TR-FRET. inhibition, % at 4.4 µM. hit rate 0.75% among 370,000. AID 687016; in the data active = inhibition above about 21%;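 also: UHRF1 SRA domain binding a hemimethylated CpG hairpin DNA probe; 0% = median of test compound wells and 100% = reference inhibitor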
HTRA1 inh = inhibitors of human serine peptidase HTRA1; AID 504803; recombinant HTRA1, FP-rhodamine activity-based probe, fluorescence polarization; inhibition, % at 5.96 µM; hit rate 0.5% among 340,000; Q92743; in the data active = inhibition above about 36%;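 also: 0% = enzyme with DMSO and 100% = wells lacking enzyme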
TDP2 inh = blocks human TDP2 phosphodiesterase activity | O95551 | inhibition, % at 12.8 µM | hit rate 0.34% among 370,000 | recombinant TDP2, T5PNP hydrolysis, p-nitrophenol absorbance 415 nm | AID 720702;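 active = inhibition above the mean of all tested compounds plus 3 SD, set per campaign, cut at about 25% in these data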;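 also: 0% = DMSO with enzyme and 100% = buffer with substrate but no TDP2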
Target sequence (O95551 whole entry, looked up): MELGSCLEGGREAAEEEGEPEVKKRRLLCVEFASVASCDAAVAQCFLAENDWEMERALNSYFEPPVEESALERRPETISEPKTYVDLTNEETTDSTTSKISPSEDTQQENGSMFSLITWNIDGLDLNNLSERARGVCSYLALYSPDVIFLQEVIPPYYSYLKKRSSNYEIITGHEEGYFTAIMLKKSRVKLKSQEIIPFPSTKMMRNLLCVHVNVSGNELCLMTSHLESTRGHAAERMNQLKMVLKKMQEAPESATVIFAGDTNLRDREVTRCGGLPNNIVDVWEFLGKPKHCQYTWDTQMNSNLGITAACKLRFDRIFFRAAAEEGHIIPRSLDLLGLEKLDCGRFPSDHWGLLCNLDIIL
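Read-out basis: percent inhibition. System: recombinant human TDP2. Buffer or medium: Mg2+-containing Tris-HCl buffer, pH 7.5. Repeats: single replicate. Timing: reaction 2 h, 37 °C. Benchmarks: high control without enzyme, low control DMSO plus TDP2. Probe or stimulus: 5 mM T5PNP. Doses: 12.8 µM only. Measured by: epi absorbance of p-nitrophenol freed from T5PNP by hydrolysis.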
PG9 binder = PG9 antibody binding by small molecule; TR-FRET gp120-PG9 antibody binding; inhibition, % at 6.7 µM; hit rate 0.43% among 360,000; AID 624416; in the data active = inhibition above about 8.5%
SIAE primary = blocks human sialic acid acetylesterase | SIAE FP-Rh probe binding, fluorescence polarization | hit rate 0.69% among 370,000 | inhibition, % at 9.66 µM;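 active = inhibition above a cutoff: mean of compounds within the control limits plus 3 SD of those, cut at about 17% in these data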;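 also: 0% = plate median of compound wells and 100% = probe without SIAE protein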
TCR CD3 inh = inhibitors of human TCR-CD3 interaction | hit rate 0.37% among 360,000 | inhibition, % at 9.4 µM | TAMRA-labeled TCR probe fluorescence, biochemical; in the data active = inhibition above about 19%;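 also: recombinant mutant TCR 2C K166C tagged with TAMRA read by polarization; 0% = receptor in buffer alone and 100% = receptor with positive control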
Active calls of the source: *; / = not tested or not shown. Not a hit list. About 4.2% of those tested had a hit in this group.

SMILES	DDE Tn7 FP inh	PRMT1 FP inh	LEDGF integ inh	mABHD4 FP	UHRF1 MBD2 ctr	HTRA1 inh	TDP2 inh	PG9 binder	SIAE primary	TCR CD3 inh
Cc1nc2ccccc2nc(C)c1=NO	8	1	4	-1	-4	4	10	1.1	4	-6
CCOc1ccc(-n2c(SCC(=O)Nc3ccccc3-c3ccccc3)nnc2-c2ccccc2)cc1	2	-3	-1	-13	0	/	-7	/	-2	/
CCC(C(=O)OC)n1cnc2scc(-c3ccc(C)c(C)c3)c2c1=O (configuration not stated)	3	1	-3	3	2	-2	-11	-1.0	-8	-1
COc1ccccc1OC(C)C(=O)Nc1ccccc1C(=O)NCC1CCCO1 (configuration not stated)	4	1	0	5	-2	6	5	-0.5	6	2
Cc1cc(-c2n[nH]c(=S)n2N=Cc2cccc(OCc3ccccc3)c2)n[nH]1	-1	7	1	7	-1	/	6	/	4	/
CCOc1cc(N2CCOCC2)c(OCC)cc1NC(=O)C(NC(=O)c1ccco1)C(C)C (configuration not stated)	1	2	-1	3	1	-2	-3	-2.2	1	-6
Nc1c(Cl)ncnc1N/N=C/c1cccnc1	-7	-1	2	3	-2	9	4	-4.4	2	5
CCOC(=O)N1N=C(C)CC1(O)c1ccc(Cl)cc1 (configuration not stated)	4	1	1	4	1	-2	8	0.1	2	3
Cc1ccc(-c2onc3ccc(Br)cc23)cc1	5	16	1	-3	-3	-4	-7	0.6	-3	-2
CC(=O)Nc1ccc(NC(=O)C(C)OC(=O)C2(c3ccc(Cl)cc3)CCCC2)cc1 (configuration not stated)	0	3	9	-8	25*	-19	2	0.8	-9	-10
CCOc1cccc(C2/C(=C(/O)c3ccc4c(c3)CC(C)O4)C(=O)C(=O)N2CCN2CCOCC2)c1 (configuration not stated)	1	5	-4	-3	2	5	-10	6.0	-3	-4
c1ccc2c(c1)CCN(c1nc3cc4c(cc3s1)OCO4)C2	-2	2	-4	9	-2	7	8	0.0	4	1
NS(=O)(=O)c1ccc(CNC(=O)c2cnccn2)cc1	-6	-4	2	-2	-4	-11	8	-0.2	-3	3
CCCCn1c(-c2c(Cl)c(C)nn2C)n[nH]c1=S	-2	2	3	1	0	5	-10	-0.8	4	-1
CCc1noc(C)c1C(=O)N1CCN(S(=O)(=O)c2cccs2)CC1	-3	-2	4	6	0	2	3	-1.0	2	-3
Cc1ccc2nc(C)c(C(=O)N/N=C/c3cccs3)cc2c1	-2	2	1	5	-2	4	-14	-1.2	4	1
CC(=O)N1CCC(N(CCN2CCOCC2)C(=S)Nc2ccc(C)cc2C)CC1	1	-4	5	1	0	9	-1	-0.5	3	4
NC(=O)CSc1nnc2n(-c3ccccc3)c(=O)c3c4c(sc3n12)CCCCC4	2	-1	-2	0	-3	-2	0	-2.9	1	4
CC1(C)CC(=O)C=C(c2cccc(OC(=O)c3ccc(-c4ccccc4)cc3)c2)C1=O	2	2	-5	-12	3	-19	1	-1.8	1	-9
COc1ccc(CC(=O)NC2CCCc3ccccc32)cc1 (configuration not stated)	5	0	1	-3	-1	-1	-1	-0.6	-6	5
COc1cccc(C(=O)NC2CCCc3c2cnn3-c2cc(C)cc(C)c2)c1 (configuration not stated)	1	-1	2	-13	0	-34	5	-0.8	-4	7
Cc1noc(C)c1NC(=O)Nc1ccc2c(c1)C(=O)N([C@H](C)CO)C[C@H](C)[C@@H](CN(C)C(=O)Nc1c(C)noc1C)O2	-5	2	1	-3	-3	-4	4	-1.6	-4	-1
O=CNCCc1nc2ccccc2n1CCc1ccccc1	0	3	5	0	2	7	-4	-0.9	4	0
Cc1nonc1C(=O)N/N=C/c1ccncc1	-5	2	-2	0	3	3	-8	-1.7	2	0
Brc1cccc(-c2nc3c4ccccc4ccn3c2Cc2ccccc2)c1	2	-2	3	-2	5	/	-3	0.0	-3	-10

(further entries)
SMILES	DDE Tn7 FP inh	PRMT1 FP inh	LEDGF integ inh	mABHD4 FP	UHRF1 MBD2 ctr	HTRA1 inh	TDP2 inh	PG9 binder	SIAE primary	TCR CD3 inh
Fc1ccc(Cn2ccc3ccc(-c4ccc5ccn(Cc6ccccc6)c5c4)cc32)cc1	0	9	3	8	-5	/	5	/	-2	/
COC(=O)c1cncc(O)c1	-4	-1	1	3	-2	9	8	0.5	3	2
FC(F)(F)c1cccc(-n2c(Cn3nnc4ccccc43)n[nH]c2=S)c1	-1	-1	-2	1	-2	/	13	1.8	3	0
Cn1cncc1C#Cc1ccc2cc(C(C)(C)O)oc(=O)c2c1	-3	4	-3	-7	1	-1	-10	-2.0	4	-4
COc1ccc(CCNc2oc(-c3ccc(OC)c(OC)c3)nc2C#N)cc1	5	-1	1	2	-1	-2	0	-1.9	12	2
O=[N+]([O-])c1ccc(/C=N/NC2=NS(=O)(=O)c3ccccc32)cc1	3	-3	0	-2	2	7	4	-2.9	6	2
O=C(O)C(Oc1ccc(Cl)cc1)c1ccc(Cl)cc1 (configuration not stated)	-2	2	2	4	-1	0	8	0.2	2	-3
COc1ccc([C@@H]2COc3c(ccc4c3C=CC(C)(C)O4)C2)c(OC)c1	0	-2	0	-2	-3	-14	4	-1.0	1	3
Cc1ccsc1/C=N/NC(=O)c1cccnc1	-8	-3	2	-1	-1	3	-10	-3.9	2	-2
CCOC(=O)C1CCCN(C(=O)c2cccc(NC(=O)C(CC)CC)c2)C1 (configuration not stated)	1	1	-2	1	-1	-20	2	-1.6	5	-2
Cc1nc(N2CCN(c3ccccn3)CC2)c2c(C)c(C(=O)Nc3ccc(F)cc3)sc2n1	-5	-3	3	2	-2	-21	2	0.2	-3	10
CC(C)N(CC(N)=O)C(=O)Cc1coc2cc3c(cc12)CCC3	-6	-2	0	2	3	-5	2	-0.8	-1	-6
COC(=O)C1=C(C(=O)OC)[C@@H]2Nc3ccccc3[C@@]23C[C@@H](C(=O)OC)N(C(=O)c2ccco2)C3=N1	-8	2	2	2	1	-1	1	-1.9	-1	1
Cc1ccc(OCC(=O)N/N=C\c2ccc(C)o2)c([N+](=O)[O-])c1	-3	-5	0	3	-5	1	-10	-2.1	-1	-1
COCC1=C(C(=O)OC)C(c2ccco2)n2ncnc2N1 (configuration not stated)	2	-4	-1	0	-1	/	-16	-2.5	7	7
O=C(COc1ccccc1)Nc1nn[nH]n1	-3	1	-1	3	-1	4	0	3.3	4	0
O=C(CCNc1cccc(Cl)c1)c1ccco1	5	3	0	5	0	1	12	-3.4	12	8
Cc1sc2nc[nH]c(=S)c2c1-c1ccccc1	-8	11	3	10	0	3	6	-0.6	16	1
COc1cccc2cc(C(=O)Nc3cc(C)cc(C)c3)/c(=N/NS(=O)(=O)c3ccccc3)oc12	-3	-3	3	0	-3	-4	15	-2.5	-2	3
CCNC(=S)NNC(=O)CSc1nnc(-c2ccccc2)n1-c1ccc(Cl)cc1	-5	-2	2	3	-5	/	3	/	10	/
CCCCNC(=O)C1(C)CCCCN1C(=O)c1ccc(F)c(C)c1 (configuration not stated)	3	-1	2	-4	4	/	-13	-3.2	-4	-13
Cc1ccc(C)c(NC(=O)c2sc(Cl)nc2-c2ccccc2)c1	-5	-3	0	-13	-4	-21	-5	0.0	-4	4
CCOC(=O)c1ccc(NC(=O)Cn2nc(C)c3ccccc3c2=O)cc1	4	-3	-1	-3	0	-4	2	0.0	1	4
CCc1nonc1NC(=O)c1oc2ccc(F)cc2c1C	7	-2	0	1	-2	0	17	3.4	4	7
Nc1ccc(S(=O)(=O)c2cccc(N)c2)cc1	3	-2	-1	-1	0	3	2	1.4	9	12

(cont.)
SMILES	DDE Tn7 FP inh	PRMT1 FP inh	LEDGF integ inh	mABHD4 FP	UHRF1 MBD2 ctr	HTRA1 inh	TDP2 inh	PG9 binder	SIAE primary	TCR CD3 inh
COc1ccccc1CNc1ccc2c(c1)OC[C@H](CC(C)C)NS2(=O)=O	7	-5	20*	-2	-4	/	-1	5.6	6	6
OCC1OC(n2cnc3c(SCc4ccccc4)nc(NO)nc32)C(O)C1O (configuration not stated)	-8	12	2	4	0	0	-5	-3.2	-2	0
Cc1cc(C)cc(NC(=O)Nc2ccc3c(c2)N(C)C(=O)CS3)c1	4	-1	-5	-4	2	-6	-1	-0.9	6	4
Nc1nc(SCC(=O)NCc2ccccc2Cl)[nH]c(=O)c1NC(=O)c1ccccc1F	-3	1	1	2	7	0	2	-2.8	9	0
Cc1ccc(NC(=O)c2cccc(NC3=NC4CS(=O)(=O)CC4S3)c2)cc1C (configuration not stated)	-1	5	-3	-2	1	-9	-7	-2.9	-1	-9
CCNCc1ccc(OCc2cccs2)c(OCC)c1	-1	4	-2	3	0	-3	-7	-0.6	-3	-9
O=C(O)CCCNc1ccc(S(=O)(=O)N2CCCCC2)cc1	-3	3	-6	4	2	-1	-2	1.4	-1	-12
COC(=O)c1cccc(S(=O)(=O)N2CCC(n3nnc4cc(F)ccc43)CC2)c1	-4	2	1	-2	2	6	-6	-0.9	-2	9
Cc1cccc(-c2noc(CCC(=O)NCc3ccco3)n2)c1	-1	5	-3	-9	6	-5	-20	1.9	-6	-6
CN(C)C(=S)SCC(=O)Nc1ccc(Cl)cc1Cl	0	4	1	-2	-6	-13	1	-0.5	4	6
Cc1cc(C)c(NC(=S)NCC2CCN(C(C)c3ccccc3)C2)c(C)c1 (configuration not stated)	1	42*	0	-5	-1	-2	9	-1.1	7	6
NC(=O)c1ccc(N2CCN(c3ccccc3O)CC2)c([N+](=O)[O-])c1	1	0	1	7	-3	2	-10	-3.0	6	4
O=C(CC1SC(=NCC2CCCO2)NC1=O)Nc1cc([N+](=O)[O-])ccc1Cl (configuration not stated)	4	-2	1	5	-2	5	15	0.5	-3	1
CCOC(=O)NNC(=S)Nc1c(C)n(C)n(-c2ccccc2)c1=O	13	0	-7	4	-1	3	2	-0.8	2	0
O=C(Nc1ccc(Cl)cc1)N1CCC(c2nc(-c3ccccc3Cl)no2)CC1	0	-1	-1	-35	1	-46	9	0.2	-23	-1
Cc1cccc(C)c1N1C(=O)c2ccccc2NC(=O)C1C(=O)Nc1ccc(N2CCOCC2)cc1 (configuration not stated)	5	-4	6	6	-3	/	-5	0.1	7	5
COc1ccc(OCC2NCCc3cc(OC)c(OC)cc32)cc1 (configuration not stated)	-3	-1	2	1	0	2	-4	-0.6	2	2

Part of the list above, reformatted.
Cc1cc(C)cc(NC(=O)Nc2ccc3c(c2)N(C)C(=O)CS3)c1
  DDE Tn7 FP inh: 4; PRMT1 FP inh: -1; LEDGF integ inh: -5; mABHD4 FP: -4; UHRF1 MBD2 ctr: 2; HTRA1 inh: -6; TDP2 inh: -1; PG9 binder: -0.9; SIAE primary: 6; TCR CD3 inh: 4
OCC1OC(n2cnc3c(SCc4ccccc4)nc(NO)nc32)C(O)C1O (configuration not stated)
  DDE Tn7 FP inh: -8; PRMT1 FP inh: 12; LEDGF integ inh: 2; mABHD4 FP: 4; UHRF1 MBD2 ctr: 0; HTRA1 inh: 0; TDP2 inh: -5; PG9 binder: -3.2; SIAE primary: -2; TCR CD3 inh: 0
